Compound activity (PubChem)
Rpn11 block = blocks the human proteasome subunit Rpn11; hit rate 0.59% among 360,000; O00487; human 26S proteasome, Ub4-pepOG fluorescence polarization; 20S core pre-blocked with epoxomicin; calls only at 20 µM; AID 588493;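 active means inhibition at 20 µM, scaled to each plate's controls, above about 33%, limit read from the data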
SUMO1-SIM PPI = alters human SUMO1 binding to SIM partners | P63165 | SUMO1 binding to a labelled peptide, TR-FRET, 1 h | inhibition, % at 20 µM | hit rate 0.33% among 360,000 | AID 602429; in the data active means inhibition above about 37%
Scp1 inh = inhibitors of human Scp-1 phosphatase; Q9GZU7; Recombinant Scp1, phosphopeptide, malachite green phosphate absorbance; inhibition, % at 20 µM; hit rate 0.88% among 340,000; AID 493091;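 active means inhibition above about 50% at 20 µM, limit read from the data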;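 further: plate controls were DMSO wells with enzyme for no effect and wells lacking enzyme for full effect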
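Test system: SCP-1 phosphatase catalytic domain, residues 76-261 | Compound dosing: One concentration, 20 µM, with 1.0% DMSO | Schedule: 45 min room-temperature reaction, 5 min colour, 30 min stabiliser | Detection: Absorbance at 630 nm | Read-out basis: % inhibition of SCP-1 phosphate liberation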
LMPTP block = LMPTP (human) inhibition; P24666; inhibition, % at 20 µM; recombinant LMPTP-A, OMFP fluorogenic substrate, fluorescence intensity; AID 651560; hit rate 0.22% among 360,000;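 active means compounds that cut the enzyme signal by at least half of the control window in the single-dose screen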;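 further: plate controls were DMSO wells with enzyme plus substrate for no effect and substrate without enzyme for full effect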
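Buffer or medium: Bis-Tris pH 6.0, DTT, detergent; Assay system: LMPTP-A enzyme; Quantity: 0.625 nM enzyme; Detection: endpoint fluorescence intensity; Times: 50 min dark incubation at room temperature; Controls: substrate-only low control, DMSO enzyme-plus-substrate high control; Doses: single 20 µM dose; Read-out: percent inhibition versus substrate-only and uninhibited controls; Reagent: 400 µM OMFP.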
SKN-1 block = inhibitors of C. elegans SKN-1; C. elegans VP596 Pgst-4::GFP/RFP ratio, acrylamide-induced, 24 h; inhibition, % at 21.8 µM; hit rate 0.49% among 360,000;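 active means interference check ratio from 0.5 to 1.5 plus GFP to RFP signal ratio inhibition reaching or exceeding a fixed threshold, cut at about 30% in these data, passing the limit was not always enough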; further: some compounds called inactive have numbers as strong as hits
DNMT1 inh = blocks human DNA methyltransferase DNMT1. P26358. DNMT1 molecular beacon, Hinp1I cleavage, fluorescence. inhibition (reported as % activation of signal), % at 10 µM. hit rate 0.83% among 360,000; in the data active means inhibition above about 50%
Target sequence (P26358 504-1616 limits assumed): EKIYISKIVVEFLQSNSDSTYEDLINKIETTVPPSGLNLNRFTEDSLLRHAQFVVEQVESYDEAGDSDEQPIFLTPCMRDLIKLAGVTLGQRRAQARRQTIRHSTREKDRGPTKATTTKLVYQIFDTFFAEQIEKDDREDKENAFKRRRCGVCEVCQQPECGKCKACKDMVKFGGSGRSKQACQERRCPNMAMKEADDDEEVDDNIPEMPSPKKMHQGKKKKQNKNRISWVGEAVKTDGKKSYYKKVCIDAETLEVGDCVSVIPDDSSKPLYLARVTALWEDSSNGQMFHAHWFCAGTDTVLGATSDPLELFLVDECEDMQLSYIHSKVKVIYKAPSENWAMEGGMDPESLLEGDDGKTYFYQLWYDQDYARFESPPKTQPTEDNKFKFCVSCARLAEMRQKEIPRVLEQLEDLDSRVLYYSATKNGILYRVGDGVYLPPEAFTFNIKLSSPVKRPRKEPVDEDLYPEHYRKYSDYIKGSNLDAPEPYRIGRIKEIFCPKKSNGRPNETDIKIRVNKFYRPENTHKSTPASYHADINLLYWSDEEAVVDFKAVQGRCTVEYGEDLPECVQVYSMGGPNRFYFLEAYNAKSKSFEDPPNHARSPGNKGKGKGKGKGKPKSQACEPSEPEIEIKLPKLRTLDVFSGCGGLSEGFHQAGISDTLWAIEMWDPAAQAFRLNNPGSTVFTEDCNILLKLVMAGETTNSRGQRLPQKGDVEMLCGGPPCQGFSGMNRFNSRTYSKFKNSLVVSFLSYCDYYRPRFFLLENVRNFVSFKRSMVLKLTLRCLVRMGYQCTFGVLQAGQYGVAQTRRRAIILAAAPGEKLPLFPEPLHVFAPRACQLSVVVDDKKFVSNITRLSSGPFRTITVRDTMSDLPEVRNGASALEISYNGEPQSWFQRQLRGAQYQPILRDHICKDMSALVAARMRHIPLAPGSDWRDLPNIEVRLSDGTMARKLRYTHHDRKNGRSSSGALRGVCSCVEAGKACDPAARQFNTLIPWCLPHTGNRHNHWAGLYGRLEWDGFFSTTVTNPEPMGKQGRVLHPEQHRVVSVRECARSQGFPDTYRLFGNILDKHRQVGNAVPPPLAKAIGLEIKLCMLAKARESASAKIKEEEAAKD
STEP inh = STEP (human) phosphatase inhibition | hit rate 0.25% among 360,000 | recombinant STEP, OMFP fluorogenic substrate, fluorescence | AID 588621 | inhibition, % at 20 µM | P54829;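 active means inhibition at 20 µM, scaled per plate between control wells, above about 37%, limit read from the data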;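 further: 0% = DMSO with enzyme and substrate and 100% = substrate only without enzyme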
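medium = Bis-Tris buffer pH 6.0, 2.5 mM DTT, 0.005% Tween 20 | test system = STEP (striatal-enriched tyrosine phosphatase) enzyme, cell-free | measure = normalized % inhibition | compound dosing = 20 µM, 1% DMSO | also added = 25 µM OMFP | schedule = reaction 20 min, ambient temperature | measured by = fluorescence read at 480 nm ex / 540 nm em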
MT1-MMP act inh = inhibitors of human MT1-MMP activation | P50281 | HT1080 RFP-PRO-GFP cells, GFP/RFP ratio fluorescence, overnight; percent of plate control window, DMSO zero | GFP/RFP ratio change, % at 20 µM | hit rate 0.061% among 360,000;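 active means GFP/RFP ratio change of at least 30% with cell ATP level not reduced by more than half and red fluorescence within 50% of control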; further: strong numbers were not always called active
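Assay system: HT1080 cells carrying an RFP-PRO-GFP reporter | Dosing: Single dose of 20 µM compound, 1% DMSO final | Incubation: Cells overnight before dosing, compound overnight, 37 °C, 5% CO2 | Evaluation: GFP/RFP fluorescence ratio | Control set: DMSO and RFP-L50D-GFP cell wells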
NadD block = NadD (S. aureus) enzyme inhibition | purified NadD enzyme, colorimetric absorbance read-out | inhibition, % at 20 µM | hit rate 0.78% among 360,000; in the data active means inhibition above about 26%; further: some compounds past the cut are filed as inactive
CendR NRP1 mod = modulators of CendR peptide binding to human neuropilin-1; FAM-RPARPAR peptide binding to NRP-1, fluorescence polarization; hit rate 0.85% among 360,000; inhibition, % at 25 µM;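 active means inhibition or corrected inhibition above about 18%, plus a signal ratio from 0.5 to 1.5, limit read from the data, passing the limit was not always enough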; further: strong numbers were not always called active
* hit, by the source's call; i = inactive; / = not tested or not shown.

The opening 4 entries as a preview:
Fields: Rpn11 block	SUMO1-SIM PPI	Scp1 inh	LMPTP block	SKN-1 block	DNMT1 inh	STEP inh	MT1-MMP act inh	NadD block	CendR NRP1 mod
> CCOC(=O)C1C(=O)NC(N2CCOCC2)=NC1C(C)C (stereo not drawn)
  i	2	-3	0.3	20	-1	-1	-3	2	2
> O=C(N/N=C/c1ccco1)c1cc(-c2cccc3ccccc23)n[nH]1
  i	-14	-1	1.1	17	3	-1	6	4	-12
> CCOc1ccccc1C(=O)Nc1nccs1
  i	2	-6	0.4	-8	3	0	1	-6	-2
> CC(=Nc1ccccc1C)C1=C(O)CSC1=O
  i	11	-2	-3.1	-6	5	-1	-6	-1	-9

The list itself, repeating the preview:
Fields: Rpn11 block	SUMO1-SIM PPI	Scp1 inh	LMPTP block	SKN-1 block	DNMT1 inh	STEP inh	MT1-MMP act inh	NadD block	CendR NRP1 mod
> CCOC(=O)C1C(=O)NC(N2CCOCC2)=NC1C(C)C (stereo not drawn)
  i	2	-3	0.3	20	-1	-1	-3	2	2
> O=C(N/N=C/c1ccco1)c1cc(-c2cccc3ccccc23)n[nH]1
  i	-14	-1	1.1	17	3	-1	6	4	-12
> CCOc1ccccc1C(=O)Nc1nccs1
  i	2	-6	0.4	-8	3	0	1	-6	-2
> CC(=Nc1ccccc1C)C1=C(O)CSC1=O
  i	11	-2	-3.1	-6	5	-1	-6	-1	-9
> CCOc1cc(C(=O)O)cc(Cl)c1OC
  i	0	5	-0.9	-34	-1	-2	4	1	-10
> Cc1csc(=O)n1CC(=O)OCC(=O)Nc1cc(Cl)ccc1[N+](=O)[O-]
  i	-37	-2	-3.2	22	3	2	0	-7	12
> CCn1c(=O)cc(OCC(=O)N2CCN(c3ccc(F)cc3)CC2)c2ccccc21
  i	0	-3	0.3	2	3	3	7	-2	-2
> Cc1cc(C)c(S(=O)(=O)NCc2cccnc2)cc1C
  i	-1	-2	-2.3	-7	1	-3	1	-6	10
> CC(C)C(C)NC(=O)CN1C(=O)NC2(CCc3ccccc3C2)C1=O (stereo not drawn)
  i	-2	-3	0.5	0	-1	0	-1	-6	4
> CS/C(=C\C(=O)c1ccco1)Nc1ccccc1Cl
  i	-15	-11	0.6	4	0	2	-4	0	8
> CC(C)CCNC(=O)c1cccc(C(=O)NCCC(C)C)c1
  i	3	-5	-0.2	10	-1	-2	14	2	8
> COc1cc(-c2nnc(CSc3nnc(Nc4ccc(C(C)C)cc4)s3)o2)cc(OC)c1OC
  i	4	-9	2.5	11	-7	0	4	-1	-11
> CN1CCN(Cc2cn[nH]c2-c2ccc(F)cc2F)[C@@H](c2ccccc2)C1
  i	-2	1	0.5	8	1	0	-5	-4	-1
> CC(=O)c1ccc2c3c(cc(C)c2c1)CCCC3
  i	-12	-10	2.6	12	1	2	-4	-1	6
> COC(=O)c1ccc(OC(=O)C2CC(=O)N(c3ccc(C)cc3C)C2)cc1 (stereo not drawn)
  i	0	-6	0.0	8	2	2	-1	1	2
> C/C(=N\NC(=O)Cn1nc(C)c([N+](=O)[O-])c1C)c1ccc(Cl)s1
  i	1	-8	-1.5	1	1	-1	-1	-6	0
> Cc1ccc(C(=O)N2CCCC(C(=O)c3ccc(Oc4ccccc4)cc3)C2)cn1 (stereo not drawn)
  i	0	-6	1.7	-2	0	-1	-6	5	-1
> COc1cccc(NC(=O)CSc2nnc3ccc(-c4ccncc4)nn23)c1
  i	-22	-4	-1.3	4	0	0	-1	0	10
> Nc1cccc(S(=O)(=O)Nc2ccccc2)c1
  i	-2	-14	-0.7	-7	-2	-2	1	-8	11
> O=C(O)C1(c2ccccc2)CCC(Nc2ccccc2)C1 (stereo not drawn)
  i	5	-2	-1.3	16	4	0	-6	9	-7
> CCNC(=O)N1CCNC(=O)C1CC(=O)OC (stereo not drawn)
  i	4	-1	-2.6	3	0	-1	1	0	-2
> O=C(COC(=O)C1CCC1)c1c[nH]c2ccccc12
  i	-2	-13	1.6	10	-11	-1	2	-2	-6
> O=C(CNS(=O)(=O)c1ccccc1)NNC(=O)C(Cl)Cl
  i	0	-1	-0.1	8	-2	-1	-7	-4	12
> COc1ccc(-c2nc(NC(=O)Cn3c(=O)oc4ccccc43)sc2C)cc1
  i	2	10	1.5	13	-9	2	-3	1	-20
> Cc1ccc(C)c(NC(=S)/C(=C(\[O-])c2ccc(OC(F)F)cc2)[n+]2ccccc2)c1
  i	-2	1	-0.5	5	-10	2	0	1	-7
> Cc1ccc(C)c(OCc2nc(-c3cccnc3)no2)c1
  i	1	-11	0.3	9	0	0	-1	2	6
> CCN(CC)c1ncnc2c1cnn2Cc1ccc(Cl)cc1
  i	21	-5	-0.9	15	-2	-2	4	-9	7
> O=C(NCCc1ccc(F)cc1)C1CCN(C(=O)Nc2ccccc2)CC1
  i	-6	-1	0.2	1	0	0	-1	2	9
> CCCCn1c(CN2CCN(c3cccc(Cl)c3)CC2)nc2c1c(=O)n(C)c(=O)n2C
  i	-3	-4	0.3	9	-4	3	-2	4	-1
> O=C(NCCS(=O)(=O)N1CCN(c2ccccc2)CC1)C1CC(=O)N(c2ccc(F)cc2)C1 (stereo not drawn)
  i	4	-4	0.4	2	-2	1	7	2	7
> COc1ccc(C(C)(C)C)cc1NC(=O)c1[nH]c(C)c(C(C)=O)c1C
  i	-4	-5	2.3	21	1	-2	-2	1	1
> CC(=O)Nc1ccc(NC(=O)CS(=O)(=O)c2cn(CC(=O)N3CCCCC3)c3ccccc23)cc1
  i	-1	14	3.1	-10	3	4	-1	3	20
> O=C(Nc1ccc(F)cc1)c1ccc2snnc2c1
  i	-9	-9	-1.7	-1	-2	1	1	-5	12
> O=c1cc(N2CCOCC2)[nH]c(=O)n1-c1ccc(Cl)cc1
  i	-1	10	-1.8	-3	-2	1	-1	-5	4
> O=C(CNC(=O)c1ccccc1Cl)OC1CCOC1=O (stereo not drawn)
  i	0	13	-0.8	7	7	1	-3	5	14
> NC(=O)c1ccc(NC(=O)C2CC(=O)N(c3ccc4c(c3)OCCO4)C2)cc1 (stereo not drawn)
  i	1	-4	-0.3	-12	2	2	2	-3	3
> CCOc1cc(C(=O)NC(C)CCc2ccccc2)cc(OCC)c1OCC (stereo not drawn)
  i	-1	-4	1.5	7	0	0	0	-3	10
> C=Cc1ccc2c(c1)OCCOCCOCCOCCOCCO2
  i	1	-3	-0.4	-7	0	-2	-2	2	4
> CCn1c2ccccc2c2cnc(N=CN(C)C)c(C#N)c21
  i	-3	-7	-0.3	-5	-8	-1	-11	2	-16
> COc1ccc(NC(=O)N2CCOCC2)cc1OC
  i	-2	-3	0.3	-5	0	-1	0	-1	-7
> COc1cccc(OC)c1C(=O)Nc1cc(Cl)ccc1N1CCOCC1
  i	0	6	-0.3	17	-1	0	1	3	11
> Cc1nc(N)c(C#N)c(-c2ccc3c(c2)OCO3)c1C
  i	4	-4	0.5	-27	4	-5	0	-5	1
> COc1cccc(C(=O)Nc2cc(C(=O)NCc3ccc(C)cc3)ccc2N2CCC3(CC2)CC(c2ccccc2)=NO3)c1
  i	-3	0	3.6	-4	1	3	1	20	13
> CN1C(=O)[C@H]2[C@@H](/C=C/c3ccccc3)N3C(=O)CN(Cc4ccccn4)C(=O)[C@@]3(C)[C@H]2C1=O
  i	-5	-6	-1.8	2	4	-1	0	0	0
> c1ccc(CN2CCOCCOCCOCC2)cc1
  i	-1	-7	-0.4	-4	-7	0	0	-3	-3
> O=C(O)COc1c(-c2ccc(Cl)cc2)oc2ccccc2c1=O
  i	-15	1	-0.5	-2	0	1	-2	-1	20
> COc1ccc(Cl)cc1S(=O)(=O)Nc1noc2ccccc12
  i	8	0	1.5	6	1	-6	-4	-6	0
> COC(=O)c1ccccc1C(=O)N1CCC(CCC(=O)NC2CC2)CC1
  i	-2	-1	-0.9	-5	1	-3	-1	-2	8
> O=C1S/C(=C\c2ccc(N3CCOCC3)o2)C(=O)N1Cc1ccc(F)cc1
  /	-18	-4	-0.3	-6	-1	-39	-216	4	-122
> Cc1ccc(C)c(Cn2c(C(=O)OC(C)C)cc3c2ccn3C)c1
  i	-2	-6	3.5	18	-3	0	-8	-2	-10

(continued)
Fields: Rpn11 block	SUMO1-SIM PPI	Scp1 inh	LMPTP block	SKN-1 block	DNMT1 inh	STEP inh	MT1-MMP act inh	NadD block	CendR NRP1 mod
> CCCS(=O)(=O)NC(=O)C1(C)CCN(C(=O)c2cc(C)nn2C(C)(C)C)C1 (stereo not drawn)
  i	2	/	-2.2	8	3	-2	2	3	8
> Cc1c(CNC(=O)c2nn3c(c2Cl)NC(c2ccccc2)CC3C(F)(F)F)cnn1C (stereo not drawn)
  i	-6	-6	0.4	-2	3	-1	7	3	0
> COc1ccc(CNC(=O)C2CCCN(S(=O)(=O)c3ccc(-n4cnnn4)cc3)C2)cc1 (stereo not drawn)
  i	-3	-5	0.1	2	-2	0	-1	-5	4
> C#CCn1c(=NC(=O)c2ccc(Br)s2)sc2cc(NC(C)=O)ccc21
  i	0	54*	5.6	5	34	19	3	-6	-15
> CCN(CC)c1ccc(/C=N/n2c(C)nc3ccccc3c2=O)cc1
  i	-26	-4	1.7	22	2	0	1	-4	11
> Fc1ccc(-n2cc(CNCCc3ccncc3)c(-c3ccccc3Cl)n2)cc1
  i	0	-1	-2.4	-12	2	0	2	4	-6
> CC(Oc1ccc(Cl)cc1Cl)C(=O)N(C)c1ccccc1 (stereo not drawn)
  i	4	-7	0.1	-4	0	0	-6	-3	-6
> O=C(CCc1ccc(O)c(O)c1)N/N=C/c1ccc2c(c1)OCO2
  i	-18	-8	2.3	-5	7	2	-1	-2	22
> COC(=O)[C@]1(CC(C)C)N[C@H](c2ccc(-c3ccc(F)cc3)c(OC)c2)[C@@H]2C(=O)N(C)C(=O)[C@@H]21
  i	12	-2	1.5	-1	0	1	2	-2	-5
> Cc1cc(C)n2nc(CC(=O)NC3CCCCCCC3)nc2n1
  i	2	2	-0.3	-8	2	-1	-2	-1	-3
> COc1cccc(/C=N/NC(=O)c2[nH]c(C)c(C(=O)N/N=C/c3cccc(OC)c3O)c2C)c1O
  i	9	-14	2.4	16	-25	4	-5	35*	1
> COc1ccc(-c2ccc(OC)c([C@H]3[C@H]4C=CC[C@@H](C)[C@@H]4C(=O)N3Cc3ccccc3)c2)cc1
  i	3	-6	8.9	4	-1	1	-6	3	-1
> COc1ccccc1C(=O)N1CCCN(C(=O)c2ccccc2OC)CC1
  i	-3	-5	0.5	-14	-1	-2	2	-5	-1
